Calpain2 inh: inhibitors of pig calpain II. purified calpain II, fluorogenic peptide substrate, 30 min. inhibition, % at 16 µM. 220,000 tested, 0.37% active. AID 1236;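 active means inhibition above about 50%, limit read from the data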
KLK5 inh: kallikrein 5 (human) inhibition. Q9Y337. recombinant hK5, fluorogenic AMC substrate cleavage. inhibition, % at 5 µM. 210,000 tested, 0.59% active. AID 873;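 active means inhibition of 40% or more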;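 further: 0% = enzyme controls without compound and 100% = no-enzyme blanks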
PERK inh: human PERK inhibition, primary cell-based screen. 220,000 tested, 0.17% active. inhibition, % at 5.6 µM. CHO PERK-DD fusion, SEAP luminescence translation reporter;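 active means inhibition above the mean inhibition of all tested compounds plus 3 SD, set separately per screening campaign, cut at about 2.9% in these data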;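 further: PERK kinase domain activated by AP20187 dimerizer at 100 nM; 0% = DMSO with dimerizer and 100% = rapamycin at 8.4 µM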
Target sequence (Q9NZJ5 whole entry, looked up, the tested form may be a part): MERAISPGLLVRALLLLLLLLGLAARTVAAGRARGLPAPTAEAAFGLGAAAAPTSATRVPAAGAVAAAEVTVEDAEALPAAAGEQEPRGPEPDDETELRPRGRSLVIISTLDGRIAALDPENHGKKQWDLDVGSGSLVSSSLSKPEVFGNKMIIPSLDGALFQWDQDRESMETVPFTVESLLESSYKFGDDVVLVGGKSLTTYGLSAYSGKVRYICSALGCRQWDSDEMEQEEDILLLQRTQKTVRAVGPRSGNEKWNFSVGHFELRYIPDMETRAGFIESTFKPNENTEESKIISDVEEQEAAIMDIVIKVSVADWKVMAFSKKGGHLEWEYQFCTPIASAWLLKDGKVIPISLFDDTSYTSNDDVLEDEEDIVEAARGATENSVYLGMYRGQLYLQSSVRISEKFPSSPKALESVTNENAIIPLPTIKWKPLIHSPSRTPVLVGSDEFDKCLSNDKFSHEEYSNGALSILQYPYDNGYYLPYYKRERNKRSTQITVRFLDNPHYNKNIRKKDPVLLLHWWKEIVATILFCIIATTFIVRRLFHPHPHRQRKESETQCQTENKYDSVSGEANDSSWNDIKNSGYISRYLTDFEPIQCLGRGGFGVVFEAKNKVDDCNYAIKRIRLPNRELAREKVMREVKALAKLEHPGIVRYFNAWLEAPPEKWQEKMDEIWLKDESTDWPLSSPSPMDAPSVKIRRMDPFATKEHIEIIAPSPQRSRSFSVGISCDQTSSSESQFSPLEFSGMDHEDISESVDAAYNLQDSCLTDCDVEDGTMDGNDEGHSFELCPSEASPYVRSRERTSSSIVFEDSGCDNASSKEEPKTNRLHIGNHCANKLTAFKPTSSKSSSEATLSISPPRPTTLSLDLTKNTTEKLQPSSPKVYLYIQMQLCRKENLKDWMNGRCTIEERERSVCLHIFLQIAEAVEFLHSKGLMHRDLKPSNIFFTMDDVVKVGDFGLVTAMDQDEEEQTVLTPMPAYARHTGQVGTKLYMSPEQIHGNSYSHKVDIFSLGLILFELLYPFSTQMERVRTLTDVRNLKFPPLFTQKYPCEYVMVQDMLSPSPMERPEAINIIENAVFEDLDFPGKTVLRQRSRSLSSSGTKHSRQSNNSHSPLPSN
FXIIa inh 1536: inhibitors of human coagulation factor XIIa; AID 800; P00748; purified FXIIa, Boc-QGR-AMC fluorogenic substrate, 2 h; 220,000 tested, 0.3% active; inhibition, % at 5 µM; in the data active means inhibition above about 40%;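 further: 0% = enzyme with no compound and 100% = blank without enzyme; many of its hits are not listed in these tables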
Furin inh: human furin inhibition. purified furin, fluorogenic substrate cleavage. inhibition, % at 30 µM. 220,000 tested, 0.061% active. AID 463115; in the data active means inhibition above about 25%; further: inactives centre near -15
Cl transport mod: modulators of human KCC2 chloride dependent transport | Q9H2X9 | KCC2 cells, thallium flux FluoZin-2 fluorescence | B-score of Tl+ flux slope (higher = more flux/activation; lower = inhibition) at 10 µM | 190,000 tested, 2.2% active | AID 1456;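 active means thallium flux slope and its plate-corrected score both differing from the plate sample mean at a set confidence after two filtering rounds, in either direction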;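 further: slope of fluorescence scaled to starting intensity during 10 to 20 s after thallium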
FXIa inh 1536: blocks human coagulation factor XIa protease activity | P03951 | purified FXIa, Boc-Glu-Ala-Arg-AMC fluorogenic substrate | inhibition, % at 5 µM | 220,000 tested, 0.14% active | AID 798;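 active means inhibition of at least 40%; inactive means inhibition below 40%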;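 further: fluorescence of freed AMC excited at 355 nm; 0% = enzyme without compound and 100% = no enzyme blank; many of its hits are not listed in these tables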
Thrombin inh: thrombin (human) inhibition. AID 1046. 220,000 tested, 0.26% active. alpha-thrombin, Boc-VPR-AMC fluorogenic substrate cleavage. inhibition, % at 5 µM;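 active means inhibition at or above 40%; inactive means inhibition below 40%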;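 further: 0% = enzyme with no compound and 100% = wells without enzyme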
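System – human alpha-thrombin · Medium – pH 7.5 Tris (50 mM) with NaCl 150 mM, Tween 20 0.05% · Compound – single-point dosing at 5 µM, 0.2% DMSO · Incubation – enzyme reaction carried out at room temperature · Technique – fluorescence of released AMC, ex 355 nm, em 460 nm · Read-out basis – % inhibition of thrombin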
Rad51 HR inh: Rad51 (human) homologous recombination inhibition; hRad51 DNA strand exchange, fluorescence dequenching; inhibition, % at 10 µM; 200,000 tested, 0.085% active;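 active means inhibition above 40% at the single screening dose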;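 further: 0% = DMSO control wells and 100% = blanks with heterologous ssDNA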
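Test system: preformed human Rad51 ssDNA filaments. Compound dosing: single dose, 10 µM final compound. Incubation: filaments 15 min 37 °C, then compound 30 min. Technique: FRET fluorescence dequenching, excitation 485 nm, emission 520 nm. Read-out basis: percent inhibition from fluorescence, normalised to plate control and blank means. Benchmarks: plate controls and plate blanks.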
Active calls of the source: *; i = inactive; . = not tested or not shown; [ ] = remark or other dose.

The line under a structure holds: Furin inh, FXIIa inh 1536, Cl transport mod, Rad51 HR inh, KLK5 inh, Calpain2 inh, PERK inh, FXIa inh 1536, Thrombin inh
CC(C)(C)c1nc2ccccc2c2nnc(SCC(=O)Nc3nc4ccccc4s3)n12
 : -11[20 µM], 8, 0.55, -8, -15, -425, 1.2, 3, -1
CCc1ccc2c(c1)cc(C)c1nnc(SCC(=O)Nc3cc(OC)c(OC)cc3C(=O)O)n12
 : -22, 6, ., ., ., -63, 1.6, 4, -4
CCOC(=O)C1=C(C)NC(C)=C(C(=O)OCC)C1C(=O)OCC(N)=O
 : -9, -2, -0.2, 1, -12, -41, 1.3, -12, -6
Cc1nccn1CC(O)Cn1c2ccccc2c2ccccc21 (stereo unspecified)
 : -18[20 µM], 13, -0.9, -9, 8, -28, -0.9, 6, 1
CN(Cc1nccn1C)C(=O)CC1C(=O)NCCN1Cc1cccc(Oc2ccccc2)c1 (stereo unspecified)
 : -30, 11, 0.38, 19, ., -7, 2.1, 3, 3
C=CCn1c(SCC(=O)N(CC)C2CCS(=O)(=O)C2)nc2ccccc2c1=O (stereo unspecified)
 : -16, 10, -1.2, 3, 0, -16, 1.0, -1, 0
COc1ccc(N2CCN(C(=S)NC(=O)c3cccs3)CC2)c([N+](=O)[O-])c1
 : -7, 7, 90*, 4, 13, 11, -1.2, -2, 1
CCCN(C(=O)CSc1cc(-c2ccccc2)c2ccc(OC)cc2n1)C1CCS(=O)(=O)C1 (stereo unspecified)
 : -3, 0, -0.068, 7, -6, 5, -0.4, 3, 3
Cc1nc2sc(-c3ccccc3)cc2c(=O)n1N
 : -27, 13, -0.56, 25, 4, 0, -0.3, 1, 4
COC(=O)CSc1ncnc2scc(-c3ccccc3)c12
 : -12, 8, -1.7, 6, -1, 3, -0.6, 0, -5
CC(=O)NCC(=O)N1CCCC(C(=O)c2ccc3c4c(cccc24)CC3)C1 (stereo unspecified)
 : -22, 2, -0.6, 2, -7, -411, 0.4, -4, -14
Cc1ccc(C(=O)OC2CCS(=O)(=O)c3sccc32)cc1 (stereo unspecified)
 : 14[20 µM], -5, 1.7, -3, -15, 35, 0.3, -4, -4
CCCNCc1cc(OC)c(OCC(=O)NCCc2ccccc2)cc1Br
 : -20, 6, -1.7, ., -13, -8, -1.0, 3, -2
CSCC[C@H](NC(=O)C1=NN(c2c(F)c(F)cc(F)c2F)C(=O)CC1)c1nc2ccccc2[nH]1
 : -24, 10, -0.46, -76, 3, -29, -0.4, 1, 0
Cc1cc(=O)[nH]c(NCCO)n1
 : -22, 6, 0.96, 8, -2, -24, 1.7, -2, -3
CN(Cc1ccccc1)C(=O)NC1CCCCC1
 : -9[20 µM], 10, -0.074, -5, -8, 13, -1.4, 23, 0
C=C(C)c1cccc(C(C)(C)NC(=O)Nc2cc(C)ccn2)c1
 : -9, 8, -0.69, -3, -3, 3, 0.4, -7, -8
COCCNc1nc2nonc2nc1N(C)Cc1cccc2cnccc12
 : -15, 13, -3.1*, -2, 6, -19, 0.6, 1, -3
CCCCC1(C)NC(=O)N(CC(=O)Nc2ccc(S(=O)(=O)N3CCOCC3)cc2)C1=O (stereo unspecified)
 : -18, 16, 0.61, -1, -5, -11, -0.7, -11, -2
CSc1ncc(Cl)c(C(=O)Nc2nnc(SC)s2)n1
 : -24[20 µM], 22, -0.16, 3, -20, -22, 0.9, 4, 3
COc1cccc(CNCc2ccccn2)c1OC
 : -27, 26, 0.15, -28, -21, 17, -0.5, 29, 1
O=C(NCc1cccnc1)c1cc(Sc2ccccc2Cl)nc2ccccc12
 : -3, 6, -1.8, 4, -12, 8, -0.9, 0, -9
COc1ccc(C2c3[nH]c4ccccc4c3CCN2CCCn2cccn2)c(C)c1C (stereo unspecified)
 : -34, 6, -1.6, -15, -2, -162, -1.1, 3, -8
CN(C)c1ccc(/C=C(\Cl)c2nc3ccccc3s2)cc1
 : -23, 9, -0.35, ., -25, 12, -0.1, 3, -5
CN(C)c1ccc(-n2cccc2/C=N/n2cnnc2)cc1
 : 2, 6, 0.19, -6, -8, 1, 0.4, -4, -4
O=C(NCC1CCCO1)c1c(O)c2cccc3c2n(c1=O)CCC3 (stereo unspecified)
 : -16, 13, ., -9, 0, 2, 0.1, 3, 8
O=C(NC(=O)c1ccccc1F)Nc1nc(-c2cccs2)cc(C(F)(F)F)n1
 : -10, 9, 0.13, ., -11, -39, 1.3, 5, -3
O=C(Cc1ccccc1)Nc1ccccc1C(=O)O
 : -19[20 µM], 10, 0.25, -2, -20, 9, 0.8, 3, -5
CCCn1c(CCC(=O)O)nc2cc(S(=O)(=O)N(CC)CC)ccc21
 : -5, 16, -0.052, -6, 9, 9, 0.4, 7, 27
CCN(CC)CCN(Cc1cc2cc(C)ccc2[nH]c1=O)C(=O)Nc1ccccc1OC
 : -29[20 µM], 2, 0.046, -3, -25, -22, 0.4, 5, 7

Compounds above with fluorine, in the order listed:
The line under a structure holds: Furin inh, FXIIa inh 1536, Cl transport mod, Rad51 HR inh, KLK5 inh, Calpain2 inh, PERK inh, FXIa inh 1536, Thrombin inh
CSCC[C@H](NC(=O)C1=NN(c2c(F)c(F)cc(F)c2F)C(=O)CC1)c1nc2ccccc2[nH]1
 : -24, 10, -0.46, -76, 3, -29, -0.4, 1, 0
O=C(NC(=O)c1ccccc1F)Nc1nc(-c2cccs2)cc(C(F)(F)F)n1
 : -10, 9, 0.13, ., -11, -39, 1.3, 5, -3

(further entries)
The line under a structure holds: Furin inh, FXIIa inh 1536, Cl transport mod, Rad51 HR inh, KLK5 inh, Calpain2 inh, PERK inh, FXIa inh 1536, Thrombin inh
O=C(c1c[nH]c(C(=O)C(Cl)(Cl)Cl)c1)c1ccccc1Cl
 : -9[20 µM], 17, 0.24, -2, -8, -3, -1.4, 2, 0
CC(C)c1ccc(Nc2c([N+](=O)[O-])c(=O)n(C)c3ccccc23)cc1
 : -19, 12, -2.2, 3, 4, 48, 0.0, 0, 3
Cc1cccc(-c2cc(N)n(-c3ccccc3)n2)c1
 : -18, 0, -0.084, 0, -16, -1, 1.3, -2, -1
CC(C)N(N=Nc1ccc([N+](=O)[O-])cc1)C(C)C
 : -11, 12, -1.4, -4, -9, -1, 0.9, 2, -4
COc1ccccc1OCC(=O)NC1CCCCCC1
 : 2, -11, ., 6, 4, 5, 0.0, 2, -16
O=C(O)CC1SC(=Nc2cccc(C(F)(F)F)c2)NC1=O (stereo unspecified)
 : -18[20 µM], 14, ., -2, 2, -15, 0.8, 6, -1
Cc1cc(C)cc(Nc2c3c(nc4ncnn24)CCC3)c1
 : -12, 9, -0.53, -4, 7, 26, 0.1, 3, -1
Cc1cc(C)n(-c2nnc(C)n2NC(=O)c2cccc(Cl)c2)n1
 : -16[20 µM], 15, -0.015, -5, -10, 13, 1.1, 11, 3
O=C(c1ccccc1Sc1ccc([N+](=O)[O-])cc1)N1CCCCC1
 : -7, 3, -0.48, 12, 0, 21, -1.0, -7, 0
Cc1cccc(Cn2cc(SCC(=O)Nc3nccs3)c3ccccc32)c1
 : -20, 10, 0.44, 2, -4, -11, 1.5, 1, -7
COc1ccccc1/C=C(/NC(=O)c1ccc(Cl)cc1Cl)C(=O)O
 : -21, 2, 0.93, 8, -16, -20, 0.5, -2, 2
CCOC(=O)c1cnc(SCc2ccccc2)nc1N
 : -8[20 µM], -6, -0.89, -2, 3, 17, 0.0, -6, -4
CCCCN(CC)CCNC(=O)c1cc2c(C)nc3ccccc3c2o1
 : -2, 14, -1.1, 1, -3, -18, -0.6, 11, -1
O=C(NCc1cc(C(F)(F)F)cc(C(F)(F)F)c1)C1CC(c2cccc(F)c2)=NO1 (stereo unspecified)
 : -25, 9, 0.99, -3, 6, 5, ., 4, 1
COc1ccc(-c2[nH]nc(-c3ccccc3)c2-c2nc3ccccc3[nH]2)cc1
 : -6[20 µM], 14, -0.33, -5, 1, -6, -1.2, -3, -2
CCOC(=O)c1sc(NC(=O)CSc2nc(C)cc(-c3ccccc3)n2)c(C#N)c1C
 : -7[20 µM], -3, ., 3, -20, -123, 2.4, 8, 9
NC(=O)N/N=C/c1ccccc1OC(=O)c1ccccc1Br
 : -30, -3, 0.033, 2, -18, -148, 0.4, -5, 2
COc1ccc(C(=O)Nc2ccc(Cl)cn2)cc1Cl
 : -28, 1, 0.036, 2, -8, 25, -1.3, -2, -6
CCCc1cc(=O)oc2c(C)c(OCC(=O)c3ccc(N4CCCC4)cc3)ccc12
 : -33, 15, ., -7, -107, -50, 0.7, 17, 3
C/C(=N\NC(=O)c1nn(C)c(C)c1Br)c1cccc(NC(=O)c2ccc(F)cc2)c1
 : -5, 0, -0.58, 21, 4, 17, -0.7, -6, -4
Cc1ccc(-n2cccc2/C=C2/C(=N)N3C(=NC2=O)SN=C3S(C)(=O)=O)cc1
 : -32, 3, -3.7, -9, 5, -15, 0.6, 7, -1
CC1(C)Cc2c(C#N)c(N3CCN(C(=O)c4ccco4)CC3)nc(-c3ccco3)c2CS1
 : -18[20 µM], -10, -0.76, -21, -49, -75, 0.1, -5, -5
O=C(O)CN1C(=O)/C(=C\c2cn(CC(=O)N3CCOCC3)c3ccccc23)SC1=S
 : 12, 3, -0.33, -223, -3, -2, 0.1, 3, .
O=C(O)CN1C(=O)C2(OCCCO2)c2ccccc21
 : -16[20 µM], 12, 2, ., -37, -15, 0.4, 0, -9
CC(C)C(c1nnnn1CCc1ccccc1)N1CCSCC1 (stereo unspecified)
 : -24, 11, 0.84, 16, -2, 2, 0.4, 0, -4
CN1CCN(P(=O)(c2ccccc2)c2nc3ccccc3s2)CC1 (stereo unspecified)
 : -26, 10, -0.42, -1, -6, 4, 1.5, 2, 4
CCCCC(=O)NCc1ccccc1Cl
 : -20, -1, 0.55, -25, 4, -2, 0.7, -6, -9
O=C(COc1cccnc1[N+](=O)[O-])NCc1ccco1
 : -25, 3, 0.85, 13, -4, -12, 0.8, -5, -9
Cn1c2ccccc2c2cc(C(=O)OCC(=O)N3CC(=O)Nc4ccccc43)sc21
 : -32, 14, ., -23, 5, i, -0.7, 4, 1
O=C(CCN1CCN(C/C=C/c2ccccc2)CC1)Nc1cccc(F)c1
 : -25, 3, 1.2, 7, -5, -10, -0.6, -3, 10
CCCC(=O)Nc1cc(-c2nnc(OC)c3ccccc23)ccc1N1CCCCC1
 : -10[20 µM], -10, ., ., -8, -40, -0.8, 4, -4
CCN(CC)CCCn1c(=S)[nH]c2cc(OC)c(OC)cc2c1=O
 : -13[20 µM], 15, 0.021, -3, -13, -9, -0.2, 3, 1

Bioassay records: PubChem BioAssay, several laboratories

A portion of the library, so the mix of outcomes need not match the whole.
